S3 lipid droplet: qHTS Assay for Lipid Storage Modulators in Drosophila S3 Cells | hit rate 0.64% among 320,000 | Drosophila S3 cells, BODIPY lipid droplet fluorescence, 18-24 h; cells fed with added oleic acid | lipid storage change, negative = inhibition, % at the top dose, mostly 46.1 µM; hits show Potency in µM; active = well fitted inhibition curve with a large enough effect in the signal ratio, with a control signal flat, not every such curve was filed as active; inconclusive = small, poorly fitted or top-dose-only effect, or effect the other way, or a change in a side signal; the % refers to the signal ratio
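Drosophila S3 cells got compounds at several concentrations plus oleic acid (400 uM solution). Laser-scanning cytometry with 488 nm excitation read lipid droplets at 500-530 nm and cells at 575-640 nm. Percent activity was relative to 20 uM Triacsin C.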
S3 lipid droplet cell count max: also measured in S3 lipid droplet; calls as there; cell number change, %; measured here: cell count max response;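 cells counted by Cell Tracker Red CMTPX staining in the red channel; peak over a dose series mostly up to 46.1 µM; percent activity relative to internal control wells on each plate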
* = called active by the depositor. % is scaled to controls: 0 for no effect and ±100 for the full control effect; potency is read from the fitted curve at half-maximal effect.

The opening 12 records (preview)
For C#CCOCCOCCOCCNc1nc(N2CCOCC2)nc(N2CCN(C(=O)[C@H](Cc3cc4ccccc4[nH]3)n3cc([C@@H](N)C(C)CC)nn3)CC2)n1 (some centres undefined) the results were S3 lipid droplet inconclusive.
For O=C1CC(=C(c2ccccc2)c2ccccc2)C(=O)N1CCCCN1CCN(c2ccccc2)CC1 the results were S3 lipid droplet inconclusive.
Screening CS(=O)(=O)N(CC(=O)Nc1ccccc1-c1ccccc1)c1ccccc1 returned S3 lipid droplet 3% and S3 lipid droplet cell count max 7.
`COC(=O)c1ccc(C)c(NC(=O)CN(c2ccccc2)S(=O)(=O)N(C)C)c1` gave S3 lipid droplet inconclusive.
For O=C(Nc1ccc2c(c1)CCC2)c1cccc(F)c1 the results were S3 lipid droplet inconclusive.
`CN(Cc1cn(-c2ccccc2)nc1-c1ccc(Cl)cc1)C(=O)CCC(=O)O` gave S3 lipid droplet 11% and S3 lipid droplet cell count max 12.
`CCOc1ccccc1NS(=O)(=O)c1c[nH]c(C(=O)OC)c1` gave S3 lipid droplet -23% and S3 lipid droplet cell count max -4.
Screening CCCCC(=O)OCC(=O)c1[nH]c(C)c(C(C)=O)c1C returned S3 lipid droplet inconclusive.
Screening O=C(/C=C/c1ccc2c(c1)OCO2)N1CCN(c2n[nH]c(=O)[nH]c2=O)CC1 returned S3 lipid droplet 6% and S3 lipid droplet cell count max 16.
COc1cc2c(cc1OC)C1=C(C#N)CC/C(=N\S(=O)(=O)c3ccccc3)N1CC2 was read as S3 lipid droplet inconclusive.
`O=C1CN(C(=O)c2ccccc2)C(c2ccccc2)c2cc(Cl)ccc2N1` (centres undefined) gave S3 lipid droplet 16% and S3 lipid droplet cell count max -8.
C/C(=N\NC(=S)NC1CCCCC1)c1ccccc1 was read as S3 lipid droplet inconclusive.

The listing, from the start:
For C#CCOCCOCCOCCNc1nc(N2CCOCC2)nc(N2CCN(C(=O)[C@H](Cc3cc4ccccc4[nH]3)n3cc([C@@H](N)C(C)CC)nn3)CC2)n1 (some centres undefined) the results were S3 lipid droplet inconclusive.
For O=C1CC(=C(c2ccccc2)c2ccccc2)C(=O)N1CCCCN1CCN(c2ccccc2)CC1 the results were S3 lipid droplet inconclusive.
Screening CS(=O)(=O)N(CC(=O)Nc1ccccc1-c1ccccc1)c1ccccc1 returned S3 lipid droplet 3% and S3 lipid droplet cell count max 7.
`COC(=O)c1ccc(C)c(NC(=O)CN(c2ccccc2)S(=O)(=O)N(C)C)c1` gave S3 lipid droplet inconclusive.
For O=C(Nc1ccc2c(c1)CCC2)c1cccc(F)c1 the results were S3 lipid droplet inconclusive.
`CN(Cc1cn(-c2ccccc2)nc1-c1ccc(Cl)cc1)C(=O)CCC(=O)O` gave S3 lipid droplet 11% and S3 lipid droplet cell count max 12.
`CCOc1ccccc1NS(=O)(=O)c1c[nH]c(C(=O)OC)c1` gave S3 lipid droplet -23% and S3 lipid droplet cell count max -4.
Screening CCCCC(=O)OCC(=O)c1[nH]c(C)c(C(C)=O)c1C returned S3 lipid droplet inconclusive.
Screening O=C(/C=C/c1ccc2c(c1)OCO2)N1CCN(c2n[nH]c(=O)[nH]c2=O)CC1 returned S3 lipid droplet 6% and S3 lipid droplet cell count max 16.
COc1cc2c(cc1OC)C1=C(C#N)CC/C(=N\S(=O)(=O)c3ccccc3)N1CC2 was read as S3 lipid droplet inconclusive.
`O=C1CN(C(=O)c2ccccc2)C(c2ccccc2)c2cc(Cl)ccc2N1` (centres undefined) gave S3 lipid droplet 16% and S3 lipid droplet cell count max -8.
C/C(=N\NC(=S)NC1CCCCC1)c1ccccc1 was read as S3 lipid droplet inconclusive.
For CC(=O)c1cccc(NC(=O)CSc2nnc(-c3ccc(S(=O)(=O)N4CCCC4)cc3)o2)c1 the results were S3 lipid droplet 10% and S3 lipid droplet cell count max 0.
`COc1ccc(/C=C2\SC(=O)N(CCC(=O)N(C)C3CCS(=O)(=O)C3)C2=O)cc1` (centres undefined) gave S3 lipid droplet inactive and S3 lipid droplet cell count max -8.
`CCOC(=O)c1c(NC(=O)C2CC(Cl)=CCC2C(=O)O)sc2c1CCCCC2` (centres undefined) gave S3 lipid droplet -10% and S3 lipid droplet cell count max -3.
For O=C(O)c1ccccc1S(=O)(=O)CC(=O)N1CCCCC1 the results were S3 lipid droplet inconclusive.
Screening CC1CN(c2ccccc2)C(=O)CS1 (centres undefined) returned S3 lipid droplet inconclusive.
Screening O=S1(=O)NC(CC2=CCCCC2)C2CCCCC2O1 (centres undefined) returned S3 lipid droplet 5% and S3 lipid droplet cell count max 8.
CN(C(=O)CSc1nnc(C2CC2)n1C)C1CCCc2ccccc21 (centres undefined) was read as S3 lipid droplet inconclusive.
Screening CCN(C(=O)COC(=O)c1cc(S(=O)(=O)N2CCOCC2)c(Cl)cc1Cl)C1CCS(=O)(=O)C1 (centres undefined) returned S3 lipid droplet inconclusive.
For Cc1cc(-c2nnc(CCC(=O)N(C)CCc3ccccc3)o2)no1 the results were S3 lipid droplet -6% and S3 lipid droplet cell count max 4.
Screening CC1CCN(S(=O)(=O)c2cc(C(=O)Nc3ccccn3)ccc2Br)CC1 returned S3 lipid droplet inconclusive.
`COc1ccccc1C(=O)NCCn1ccc2ccccc21` gave S3 lipid droplet -14% and S3 lipid droplet cell count max -17.
For O=C(c1cc(-c2cccs2)nc2ccccc12)N1CCN(c2ccccc2)CC1 the results were S3 lipid droplet inconclusive.
For O=C1c2ccccc2NC(c2ccccc2)N1c1ccc(O)cc1 (centres undefined) the results were S3 lipid droplet inconclusive.
O=C(/C=C/c1ccc([N+](=O)[O-])cc1)NCCSc1ccccc1 was read as S3 lipid droplet inactive.
For CCOC(=O)NNC(=O)C12CC3CC(CC(C3)C1)C2 the results were S3 lipid droplet inconclusive.
`Cc1cc(Nc2ccc(O)cc2)ccc1N` gave S3 lipid droplet 19% and S3 lipid droplet cell count max -20.
`CCn1ncc(/C=C/C(=O)Nc2c(C)nn(CC)c2C)c1C` gave S3 lipid droplet inconclusive.
O=C(O)C1C2C=CC(C2)C1C(=O)N1CCc2ccccc21 (centres undefined) was read as S3 lipid droplet inactive.
C#CCN(C(=O)c1ccc(OC)c(OC2CCN(C(C)C)CC2)c1)C1CCCCC1 was read as S3 lipid droplet 14% and S3 lipid droplet cell count max 13.
O=C(CSc1nc2[nH]ncc2c(=O)n1-c1ccccc1Cl)N1CCCC1 was read as S3 lipid droplet inconclusive.
Screening O=C(NCCc1ccccc1)C(=O)NCC1(c2ccccc2)CCCC1 returned S3 lipid droplet inconclusive.
For Cc1ccc(Oc2ncc(CN3CC(C)OC(C)C3)s2)cc1 (centres undefined) the results were S3 lipid droplet 1% and S3 lipid droplet cell count max 11.
Screening CC(C)CSc1nc2ccccc2n1CC(N)=O returned S3 lipid droplet inconclusive.
`O=C(COc1ccccc1)NCC(=O)N/N=C/c1ccco1` gave S3 lipid droplet inconclusive.
For CC(C)OC(=O)CN1C(=O)S/C(=C/c2ccc(N3CCCCC3)o2)C1=O the results were S3 lipid droplet inconclusive.
Screening CCC(CC)C1C(C#N)=C(N)Oc2n[nH]c(C)c21 (centres undefined) returned S3 lipid droplet inconclusive.
`Cc1ccc(S(=O)(=O)NCCNc2ccc([N+](=O)[O-])cc2)cc1` gave S3 lipid droplet inconclusive.
For C=CCC1(O)C(=O)Nc2ccccc21 (centres undefined) the results were S3 lipid droplet 16% and S3 lipid droplet cell count max 9.
`Cc1ccc(-c2csc(N3CCN(CCCn4c(-c5ccncc5)nc5ccccc54)CC3)n2)cc1` gave S3 lipid droplet inconclusive.
`Cc1ccc(NC(=O)CNCc2cccs2)c(Br)c1` gave S3 lipid droplet -24% and S3 lipid droplet cell count max 14.
`CC(=O)N1CCc2cc(S(=O)(=O)CCC(=O)N3CCN(c4ccccn4)CC3)ccc21` gave S3 lipid droplet 11% and S3 lipid droplet cell count max 3.
Screening CCOCCCNC(=O)c1ccccc1OC1CCN(S(C)(=O)=O)CC1 returned S3 lipid droplet 0% and S3 lipid droplet cell count max 16.
COc1ccc(C)cc1NC(=O)CN(C)S(=O)(=O)c1cnc[nH]1 was read as S3 lipid droplet inconclusive.
Screening O=C(Nc1cccc(O)c1)c1noc2c1CCc1ccccc1-2 returned S3 lipid droplet inconclusive.
For O=S(=O)(c1cc(C(F)(F)F)ccc1Cl)N1CCN(c2ncnc3ccccc23)CC1 the results were S3 lipid droplet inconclusive.
For Brc1cccc(CN2CCCCCCC2)c1 the results were S3 lipid droplet inconclusive.
For O=c1[nH]c(C2CCN(S(=O)(=O)c3ccccc3F)CC2)nc2c1nnn2Cc1ccc(F)cc1 the results were S3 lipid droplet -24% and S3 lipid droplet cell count max 16.
`NC(=O)CCS(=O)(=O)CCN1CCCCC1` gave S3 lipid droplet inconclusive.
Screening COc1ccc(C2C(=O)N(C3CCCCC3)CC(=O)N2C2CCCCC2)cc1 (centres undefined) returned S3 lipid droplet inconclusive.
CCc1ccc2oc(C(=O)NC3CCS(=O)(=O)C3)cc(=O)c2c1 (centres undefined) was read as S3 lipid droplet inconclusive.
`O=C(NCCc1ccccc1)C1CC(=O)N(c2ccc3c(c2)OCCO3)C1` (centres undefined) gave S3 lipid droplet inconclusive.
COc1ccc(CCN2CCCC(CN(C)Cc3cc(Cl)c(O)c(OC)c3)C2)cc1 (centres undefined) was read as S3 lipid droplet 28% and S3 lipid droplet cell count max -1.
For COCCCNc1nc(=S)[nH]c2cc(OC)c(OC)cc12 the results were S3 lipid droplet inconclusive.
`O=C(Nc1ccccc1F)Nc1cccc2ccc(O)cc12` gave S3 lipid droplet inconclusive.
For CCOC(=O)C1CCCN(S(=O)(=O)c2ccc(S(=O)(=O)N3CCCC3)cc2)C1 (centres undefined) the results were S3 lipid droplet inconclusive.
`Cc1cccc(OC(C)C(=O)Nc2cc(S(=O)(=O)N3CCCCC3)ccc2C)c1` (centres undefined) gave S3 lipid droplet inconclusive.
`COc1ccc(-n2c(SCC(=O)Nc3nc(C)cs3)nnc2-c2ccoc2C)cc1` gave S3 lipid droplet inconclusive.
`Cc1ccccc1S(=O)(=O)Cc1ccc(C(=O)NC(C)c2ccccc2)o1` (centres undefined) gave S3 lipid droplet inactive.
`CC1Cc2ccccc2N1C(=O)/C=C/c1cccc(F)c1` (centres undefined) gave S3 lipid droplet inactive and S3 lipid droplet cell count max 27.
Screening COc1ccccc1-c1ccc(=O)n(CC(=O)NC2CCc3ccccc32)n1 (centres undefined) returned S3 lipid droplet inconclusive.
Screening COc1ccc(C(=O)NCCNc2nc3c(C)cccc3cc2C#N)cc1OC returned S3 lipid droplet inconclusive.
Cc1cc(CN2CCN(CC(=O)Nc3cc(C(F)(F)F)ccc3-n3cncn3)CC2)no1 was read as S3 lipid droplet inconclusive.
For O=C(NCc1cccnc1)c1sc2cc(Cl)ccc2c1Cl the results were S3 lipid droplet inconclusive.
For CN(C)S(=O)(=O)c1ccc(C(=O)OCc2ccc(C#N)cc2)cc1 the results were S3 lipid droplet inconclusive.
Screening CCOC(=O)c1[nH]c(C)c(C(=O)OCC(=O)N2CC(=O)Nc3ccccc32)c1C returned S3 lipid droplet 9% and S3 lipid droplet cell count max -5.
For N#Cc1ccc(CSc2nnc3ccccn23)cc1 the results were S3 lipid droplet inconclusive.
COc1ccc(CC(=O)OC(C)C(=O)c2ccc(C)cc2)cc1 (centres undefined) was read as S3 lipid droplet inactive and S3 lipid droplet cell count max -15.
Screening COc1ccc(C(=O)COC(=O)CCS(=O)(=O)c2ccc(C)cc2)c(OC)c1 returned S3 lipid droplet inconclusive.
CCC1=C(OC(=O)N(CC)CC)N2C(=O)OC(=NCCc3c[nH]c4ccccc34)[C@]2(Cc2ccccc2)[C@H]2C1=CC[C@H]1C(=O)N(CC)C(=O)[C@H]12 was read as S3 lipid droplet -1% and S3 lipid droplet cell count max -14.
CCCCN(C(=O)c1nn(C)c(=O)c2ccccc12)c1c(N)n(CCC)c(=O)[nH]c1=O was read as S3 lipid droplet -16% and S3 lipid droplet cell count max -25.
CCn1c(-c2ccc(F)cc2)cnc1SCC(=O)N1CCc2ccccc21 was read as S3 lipid droplet inconclusive.
`COc1ccccc1C(=O)NC(=O)COC(=O)c1ccc([N+](=O)[O-])cc1` gave S3 lipid droplet inconclusive.
`Cc1n[nH]c(C)c1Sc1ccccc1N` gave S3 lipid droplet -1% and S3 lipid droplet cell count max 23.
`O=C(CCCn1c(=O)[nH]c2ccccc2c1=O)NCCSCc1ccccc1` gave S3 lipid droplet -20% and S3 lipid droplet cell count max -11.
Screening Cc1ccc2c(c1)Sc1c(ccc3ccccc13)N2 returned S3 lipid droplet -14% and S3 lipid droplet cell count max -7.
Screening CCN1CCN(Cc2ccc(NC(=O)c3cc(NC(=O)c4ccno4)cc(OC)c3)cc2C(F)(F)F)CC1 returned S3 lipid droplet inconclusive.
CCOCC(=O)Nc1cc([N+](=O)[O-])ccc1C was read as S3 lipid droplet 3% and S3 lipid droplet cell count max 12.
Screening CC1CCOC2(O1)C(=O)N(CN1CCN(c3ccccc3F)CC1)c1ccccc12 (centres undefined) returned S3 lipid droplet inconclusive.
Screening COc1ccc(CN(C)C(=O)Cc2c[nH]c3ccccc23)c(OC)c1OC returned S3 lipid droplet 12%.
CC1(C)Cc2cccc(OCC(=O)Nc3cccnc3)c2O1 was read as S3 lipid droplet 8% and S3 lipid droplet cell count max -4.
`CC(=O)N(Cc1cccc(Br)c1)c1ccc(N2CCOCC2)c(Cl)c1` gave S3 lipid droplet inconclusive.
Screening CC1CCCCN1c1nnc(N)s1 (centres undefined) returned S3 lipid droplet inconclusive.
Screening COc1ccc(CNC(=O)C(=O)N2CCC3(CC2)OCCN3S(=O)(=O)c2ccc(C)cc2)cc1 returned S3 lipid droplet 20% and S3 lipid droplet cell count max 11.
`COc1ccc(NS(=O)(=O)c2cccc(C(=O)N(C)Cc3ccc(SC)cc3)c2)cc1` gave S3 lipid droplet 23% and S3 lipid droplet cell count max -27.

This is a subset; the hit share may differ from the screen's.
